Compound activity from PubChem.
Tau fibril FP: tau fibrillization inhibition (FP). K18 P301L tau heparin fibrillization, Alexa594 FP, 6 h. P10636. 280,000 tested, 0.39% active. Potency, µM (highest dose often 57.7 µM), for the others: at the top dose activity, negative = inhibition, actives largely listed as inhibitors; also: % is scaled to controls: 0 for no effect and ±100 for the full control effect; nearly all actives have a fitted effect of over 55% in size
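Compound effects on tau fibrillization are measured by Alexa 594 fluorescence polarization (ex 555, em 632 nm). K18 P301L tau is used at 15 uM with 0.24 uM labeled tracer, and 20 uM heparin induces aggregation over 6 hr at 37 C.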
Tau fluor counter: counter-screen for tau fibril formation inhibitors; tau K18 P301L Alexa594 fluorescence, heparin fibrillization; Potency, µM (doses to about 57.7 µM), for inactives: top-dose activity change, negative = decrease; 280,000 tested, 0.93% active; AID 1463; also: % is scaled to controls: 0 for no effect and ±100 for the full control effect; nearly all actives have a fitted effect of over 55% in size
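Human tau K18 P301L (15 uM unlabeled, 0.24 uM Alexa 594-labeled) in 100 mM sodium acetate pH 7 with 20 uM heparin, 6 hr at 37 C. ThT 30 uM added, 1 hr ambient; Alexa 594 FP and total fluorescence read at 555/632 nm.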
TRb SRC2 PPI: TRbeta-SRC2 interaction inhibition; AID 1469; Potency, µM (top dose mostly 106 µM), without a hit: at the highest dose activity change, negative = inhibition, usual class: inhibitors; TRbeta-SRC2 peptide binding, fluorescence polarization; receptor liganded with 1 µM T3; 280,000 tested, 0.065% active; P10828;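 also: plate controls were bound peptide for no effect and peptide without receptor for full effect; nearly all actives have a fitted effect of over 50% in size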
Target sequence (P10828 whole entry, looked up): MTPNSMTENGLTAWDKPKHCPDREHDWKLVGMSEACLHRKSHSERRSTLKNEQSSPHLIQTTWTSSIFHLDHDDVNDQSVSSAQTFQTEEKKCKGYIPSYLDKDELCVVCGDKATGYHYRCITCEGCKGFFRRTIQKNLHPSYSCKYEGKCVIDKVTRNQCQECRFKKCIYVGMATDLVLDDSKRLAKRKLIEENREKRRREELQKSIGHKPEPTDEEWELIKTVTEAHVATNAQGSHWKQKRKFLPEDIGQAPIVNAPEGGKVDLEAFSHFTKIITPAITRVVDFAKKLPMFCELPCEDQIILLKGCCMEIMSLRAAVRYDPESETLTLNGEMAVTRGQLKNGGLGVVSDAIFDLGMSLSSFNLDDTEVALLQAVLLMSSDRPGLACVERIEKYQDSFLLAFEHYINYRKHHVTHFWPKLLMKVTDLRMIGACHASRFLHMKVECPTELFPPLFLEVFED
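Binding of a 20-amino-acid Texas Red SRC2 peptide (20 nM) to TRb ligand-binding domain (0.6 uM) with agonist T3 at 1 uM was followed by fluorescence polarization after a 5 hr room-temperature incubation.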
TR SRC2 fluor cs: alters Texas Red total fluorescence, flagging assay interference; TRb/SRC2 Texas Red total fluorescence interference; Potency, µM (top dose mostly 106 µM), for inactives: at the top dose fluorescence change, negative = quenching; 280,000 tested, 0.29% active; active = well fitted curve in either direction with a large enough effect; inconclusive = small, poorly fitted or top-dose-only effect; also: % is scaled to controls: 0 for no effect and ±100 for the full control effect
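Human TRβ ligand-binding domain (0.6 uM) and Texas Red SRC2 peptide (20 nM) in Tris buffer with 1 uM T3 and 5% DMSO were incubated with pinned compound for 5 hr at ambient temperature. Total fluorescence was computed as S + 2P (555/632 nm).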
L3MBTL1 block: blocks human L3MBTL1. AlphaScreen L3MBTL1–H3K9me1 peptide binding. Potency, µM (doses to about 57.1 µM), for inactives: at the highest dose activity, negative = inhibition, usual class: inhibitors. 230,000 tested, 0.66% active. AID 485360; also: % is scaled to controls: 0 for no effect and ±100 for the full control effect; nearly all actives have a fitted effect of over 60% in size
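AlphaScreen assay: L3MBTL1 (50 nM final) was preincubated 30 min at room temperature with biotinylated H3(1-15)K9me1 peptide (75 nM final), then 30 min with library compounds; streptavidin donor and nickel chelate acceptor beads (10 ug/mL final) added, 30 min dark.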
HTT ATP protect: Huntington cell model cytoprotection by ATP luminescence | PC12 HTT-Q103 induced, cytoprotection, ATP luminescence, 40 h | Potency, µM (top dose mostly 56.4 µM), without a hit: cytoprotection (ATP increase), hits mostly activators | 230,000 tested, 0.14% active | AID 1471;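 also: % of control where 0% means no effect; nearly all actives have a fitted effect of over 45% in size; toxic huntingtin expression switched on by the ecdysone agonist tebufenozide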
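Compounds were screened for protection of PC12 cells against cell death after tebufenozide induction (100 nM final) of mutant Huntingtin exon 1 (Q103) fused to GFP.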
Tau ThT inhib: inhibitors of human tau fibril formation, thioflavin T binding; P10636; recombinant tau K18 P301L, heparin-induced fibrillization, ThT fluorescence; Potency, µM (top dose mostly 57.4 µM), without a hit: at the highest dose activity, negative = inhibition, most hits filed as inhibitors; 270,000 tested, 2.1% active; AID 1460; also: % is scaled to controls: 0 for no effect and ±100 for the full control effect; nearly all actives have a fitted effect of over 55% in size
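ThT emission at 510 nm, taken 1 hr after adding 30 uM dye, quantifies aggregates formed when 20 uM heparin acts on human tau K18 P301L for 6 hr at 37 C.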
RECQ1 helicase: inhibitors of human RECQ1 DNA helicase | P46063 | RECQ1 DNA unwinding, red fluorescence kinetic read | Potency, µM (top dose mostly 57.3 µM), without a hit: top-dose activity, negative = inhibition, most hits filed as inhibitors | 240,000 tested, 0.54% active;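 also: plate controls were vehicle for no effect and no enzyme for full effect; nearly all actives have a fitted effect of over 30% in size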
Target sequence (P46063 whole entry, looked up): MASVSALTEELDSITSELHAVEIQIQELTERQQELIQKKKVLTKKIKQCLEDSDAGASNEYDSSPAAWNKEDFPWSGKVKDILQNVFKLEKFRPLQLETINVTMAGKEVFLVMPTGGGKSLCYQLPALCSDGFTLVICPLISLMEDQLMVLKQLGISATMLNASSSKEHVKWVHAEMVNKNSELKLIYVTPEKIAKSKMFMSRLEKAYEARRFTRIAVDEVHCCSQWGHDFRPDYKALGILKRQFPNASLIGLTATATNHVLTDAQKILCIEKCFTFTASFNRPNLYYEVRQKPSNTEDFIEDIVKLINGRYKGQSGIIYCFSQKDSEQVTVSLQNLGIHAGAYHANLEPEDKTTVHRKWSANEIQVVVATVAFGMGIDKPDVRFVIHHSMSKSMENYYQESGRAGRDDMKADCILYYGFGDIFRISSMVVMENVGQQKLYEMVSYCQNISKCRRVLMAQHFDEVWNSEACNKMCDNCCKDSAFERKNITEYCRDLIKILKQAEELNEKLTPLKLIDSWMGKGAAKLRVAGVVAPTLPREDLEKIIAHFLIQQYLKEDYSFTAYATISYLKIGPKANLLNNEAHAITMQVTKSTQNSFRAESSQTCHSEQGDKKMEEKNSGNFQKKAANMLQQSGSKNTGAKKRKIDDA
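RECQ1T1 50 nM; forked duplex (20 bp + 30-nt ss tails) 200 nM, ATP 2 mM final; pH 8.0, 2 mM MgCl2, 2.5 ug/ml poly(dI-dC); 15 min compound preincubation; discontinuous kinetic read over 2 h at RT.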
* = called active by the depositor; i = inactive; ? = inconclusive; nt = no result given; & = joins results of further samples; ! = not active in a repeat; [ ] = remark or other dose. Unless noted, calls follow the shape of the dose curve; as a rule, active = well fitted curve in the direction sought with a large enough effect; inconclusive = small, poorly fitted or top-dose-only effect, or another doubt; inactive = no such curve, though single readings can be large; an effect the other way counts as inactive or inconclusive. Potency is read from the fitted curve at half-maximal effect. Not all compounds are listed. The share of hits here may be higher or lower than overall.

SMILES | Tau fibril FP | Tau fluor counter | TRb SRC2 PPI | TR SRC2 fluor cs | L3MBTL1 block | HTT ATP protect | Tau ThT inhib | RECQ1 helicase
O=C(COc1ccccc1[N+](=O)[O-])N1CCN(S(=O)(=O)c2ccccc2)CC1 | 1% | 6% | 4% | 4% | 4% | 8% | 7% | i
Clc1ccc(C(c2nnnn2C2CCCCC2)N(Cc2cccnc2)Cc2ccco2)cc1 (stereo unspecified) | 6% | -13% | 3% | -3% | 0% | 5%[10 µM] | ? | i
Cc1csc2nc(CNS(=O)(=O)N(C)C)cn12 | 2% | -11% | 2% | -1% | nt | 7% | -17% | -21%
O=C(NCCCO)C(=O)c1c(-c2ccccc2)cc2ccccn12 | 2% | 3% | 7% | -3% | nt | -6% | -5% | i
CC(c1ccccc1)C1CC(=O)N(C2CCCCC2)C1=O (stereo unspecified) | -1% | -16% | -14% | -1% | nt | 19% | -7% | -2%
COc1cc(/C=N/NC(=O)C2c3ccccc3Oc3ccccc32)ccc1O | 5% | ? | -13%[53 µM] | -2%[53 µM] | 8% | -68%[inhibitor] | 0% | i
COc1cccc(NC(=O)Cn2nnc(-c3nc(-c4ccccc4)no3)c2N)c1 | ? | -4% | ? | ? | nt | nt | -5% | nt
O=c1[nH]c2cc3c(cc2cc1C(c1nnnn1CC1CCCO1)N1CCCCCC1)OCCO3 (stereo unspecified) | -1% | -10% | -1% | 1% | nt | -2% | -20% | -5%
COc1ccccc1-c1nc2ccccc2nc1-c1ccccc1 | -4% | -18% | -1% | -7% | 8% | nt | -7% | 0%
CCOC(=O)c1c(C)[nH]c(C(=O)COC(=O)C23CC4CC(CC(Cl)(C4)C2)C3)c1C | 10% | -20% | -6% | -1% | nt | 8% | -12% | i
COc1ccccc1NC(=O)CSc1nc2ccccc2c2nc(-c3ccccc3)nn12 | -3% | -4% | -1% | 1% | nt | nt | 5% | nt
CS(=O)(=O)CCC(C(=O)N1CCOCC1)N1C(=O)c2cc(Cl)c(Cl)cc2C1=O (stereo unspecified) | 6% | 4% | -11% | -4% | 7% | -9% | -3% | -5%
COC(=O)c1c(C)noc1-c1cc(C)on1 | 10% | 3% | -16% | 1% | -3% | -21% | -1% | -7%
CCOC(=O)C1=C(C)N=c2s/c(=C3/C(=O)Nc4ccccc43)c(=O)n2C1c1ccc(C)cc1 (stereo unspecified) | 3% | -3% | 8% | -3% | -28% | -11%[10 µM] | -6% | 3%
CCOc1ccc(CC(=O)OCn2nnc3ccccc3c2=O)cc1 | -6% | -16% | -5% | -3% | nt | -36%[inhibitor] | -13% | i
CCOC(=O)c1c(CSc2nc(C)cc(C)c2C#N)n(C)c2cc(Br)c(OC(C)=O)cc12 | -4% | -8% | 2% | 0% | 7% | -39%[10 µM] | -1% | 0%
Cn1cnnc1SCC(=O)n1c2ccccc2c2ccccc21 | 8% | -14% | 8% | -2% | 3% | 2% | -4% | -7%
CS(=O)(=O)N1CCC(C(=O)N2CCc3ccccc3C2)CC1 | 2% | 0% | 0% | -1% | -6% | 22% | 0% | i
COC(=O)CN1CC(=O)N(c2ccccc2)C1=S | -8% | -11% | 6% | -2% | -7% | -6%[10 µM] | -12% | 19%
COc1ncnc2c1NC(=O)CS2 | 1% | -5% | 0% | 1% | 4% | -19%[0.074 µM] | -12% | -6%
N#Cc1c(NC(=O)c2cc(-n3cnnc3)ccc2Cl)sc2c1CCCC2 | 2% | -23% | 2% | 1% | 3% | -14%[0.074 µM] | ? | 4%
O=C(O)CCC(=O)NNc1nc2ccccc2nc1-c1ccccc1 | -4% | -13% | -8% | -3% | 17% | -3%[10 µM] | -12% | -3%
Cc1ccc(NC(=O)C2CCN(c3ncccn3)CC2)cc1F | -4% | -17% | 2% | -1% | nt | nt | -12% | nt
CC(C)Nc1nc2n(c(=O)n1)CCN2C(C)C | 0% | 0% | -7% | 0% | 4% | -13% | 4% | i
O=C(Nc1cnn(Cc2ccc(F)cc2)c1)c1cnccn1 | 1% | 7% | -18% | 1% | -3% | 11%[10 µM] | 4% | -17%
COc1ccccc1NC(=O)N1CCC(c2nnc(SCC(N)=O)n2C)CC1 | -4% | 1% | -21% | -1% | 2% | 5% | -1% | i
CCc1ccc(OCC(=O)N2c3ccccc3CCc3ccccc32)cc1 | 13% | -7% | 7% | -2% | 12% | -5%[10 µM] | ? | -10%
O=S1(=O)CCN(Cc2ccc(Cl)cc2)CC1 | 1% | 0% | -21% | 0% | -5% | 4% | -2% | 5%
COc1ccc(OC)c(CCNC(=O)CN2C(=O)COc3ccc(S(=O)(=O)N4CCC(C)CC4)cc32)c1 | -9% | -18% | -4% | 1% | nt | nt | ? | nt
Cc1ccc(C(=O)NCCc2cc3ccc(C)c(C)c3[nH]c2=O)cc1[N+](=O)[O-] | ? | -8% | -12% | 0% | 3% | 41%[10 µM] | -5% | 3%
CC(C)NC(=O)c1ccc(N2CCOCC2)nc1 | -10% | -11% | 7% | 1% | nt | -1% | -14% | -5%
Cc1ccc(S(=O)(=O)C2(C(=O)N(C)C3CCCCC3)CC2)cc1 | 5% | 9% | 1% | -5% | 2% | 18% | 0% | -4%
Cc1cc(Br)c(S(=O)(=O)n2nnc3ccccc32)cc1C | 1% | -9% | -16% | 0% | 7% | 14%[10 µM] | 3% | -16%
CC1(C)CCC2=C(O1)c1ccccc1C(=O)C2=O | ? | -24%&-19%&-13% | ? | -7%&0%&-2% | nt | -360%[inhibitor] | 13µM* | 18µM*!
Cc1ccc(/C=C/C(=O)Nc2nn[nH]n2)o1 | ? | -3% | 2% | 1% | 0% | 24%[10 µM] | ? | i
CCc1nc(Nc2ccc(OC)c(OC)c2)c2nnn(Cc3ccccc3Cl)c2n1 | 5% | ? | -8% | -2% | 9% | 16%[10 µM] | -10% | 6%
CCOC(=O)COc1cnc2ccccc2n1 | -4% | -2% | 8% | -2% | nt | -36%[inhibitor] | 1% | -6%
Cn1c(C(=O)NCC2CCCO2)cc2oc3ccccc3c21 (stereo unspecified) | 7% | -6% | 5% | 2% | -8% | -24% | -9% | -4%
Cc1ccc(S(=O)(=O)NC(=O)Nc2ncc3c(n2)CC(c2ccco2)CC3=O)cc1 (stereo unspecified) | -5% | 1% | 1% | -3% | -6% | -6%[10 µM] | -7% | 0%
O=C(CCNC(=O)c1ccccc1Cl)NCC12CC3CC(CC(C3)C1)C2 | -7% | -10% | 4% | -1% | 1% | 6%[10 µM] | -8% | -4%
CCCCNC(=O)C1(NC(=O)Nc2ccc(C)cc2)CCCCC1 | 5% | 10% | -7% | -5% | 46%[activator] | -9%[10 µM] | 4% | -1%
Cc1cc(=O)nc2c3ccccc3n(CC(=O)Nc3ccccc3Br)n12 | -2% | -8% | 1% | -5% | 2% | -15%[10 µM] | -8% | -8%
CC(=O)c1cnc2cc(C)nn2c1C | -2% | 7% | -9% | 1% | 7% | -15% | 4% | i
CC(C)CSc1ccc(S(=O)(=O)NCC(=O)O)cc1[N+](=O)[O-] | -3% | -3% | 2% | -1% | 23% | -5% | -6% | -1%
c1ccc2nc(-c3nc4ccccc4o3)ccc2c1 | 0% | -10% | 5% | 2% | -6% | -67%[inhibitor][10 µM] | ? | 16%
O=C(c1cc2nc(-c3ccc(F)cc3)cc(C(F)(F)F)n2n1)N1CCCC1 | -1% | -7% | 3% | 2% | 0% | -8%[10 µM] | -5% | i
Cc1cccc(OCCCC(=O)NCC(=O)Nc2cccc(C)c2C)c1 | 0% | -7% | 2% | 1% | nt | -24% | -1% | -2%
COC(=O)c1cc2sccc2n1CC(=O)Nc1ccc(OC)c(OC)c1OC | -4% | -3% | -1% | -1% | 4% | 7%[1.9 µM] | 1% | -4%
COc1ccc(NC(=O)Cn2c(CCC(=O)O)ccc2-c2ccc(C)cc2)cc1 | 13% | 10% | -3% | 1% | -22% | 15%[10 µM] | 5% | 4%
O=C(Nc1ccc(-c2nnn(CC(=O)N3CCN(C(=O)c4ccco4)CC3)n2)cc1)c1ccc(F)cc1 | -6% | -11% | 1% | 2% | 19% | -64%[inhibitor] | -12% | -28%
CC(C)NC(=O)COC(=O)c1cccc(NS(=O)(=O)/C=C/c2ccccc2)c1 | 0% | 2% | 0%[53 µM] | -1%[53 µM] | 5% | 11%[10 µM] | 8% | -9%
O=C(N/N=C/C=C/c1ccc(Br)cc1)C(O)c1ccccc1 (stereo unspecified) | -2% | 7% | 0% | 0% | 8% | 15%[10 µM] | 8% | -5%
Oc1cc(O)c2c(c1)OC(c1ccc(O)c(O)c1)C(O)C2 (stereo unspecified) | 14µM* | ? | 7% | -6% | -30% | -75%[inhibitor] | 14µM* | 14µM*
CCN1CCN(c2ccc(NC(=O)c3cccc(OCc4ccccc4)c3)cc2)CC1 | -2% | -5% | -5% | -1% | nt | -88%[inhibitor][10 µM] | -10% | 3%

An excerpt of these results, field by field.
O=C(COc1ccccc1[N+](=O)[O-])N1CCN(S(=O)(=O)c2ccccc2)CC1
- Tau fibril FP: 1%
- Tau fluor counter: 6%
- TRb SRC2 PPI: 4%
- TR SRC2 fluor cs: 4%
- L3MBTL1 block: 4%
- HTT ATP protect: 8%
- Tau ThT inhib: 7%
- RECQ1 helicase: i

Clc1ccc(C(c2nnnn2C2CCCCC2)N(Cc2cccnc2)Cc2ccco2)cc1 (stereo unspecified)
- Tau fibril FP: 6%
- Tau fluor counter: -13%
- TRb SRC2 PPI: 3%
- TR SRC2 fluor cs: -3%
- L3MBTL1 block: 0%
- HTT ATP protect: 5%[10 µM]
- Tau ThT inhib: ?
- RECQ1 helicase: i

Some of the entries above, reformatted:
Compound,Tau fibril FP,Tau fluor counter,TRb SRC2 PPI,TR SRC2 fluor cs,L3MBTL1 block,HTT ATP protect,Tau ThT inhib,RECQ1 helicase
COC(=O)c1c(C)noc1-c1cc(C)on1,10%,3%,-16%,1%,-3%,-21%,-1%,-7%
CCOC(=O)C1=C(C)N=c2s/c(=C3/C(=O)Nc4ccccc43)c(=O)n2C1c1ccc(C)cc1 (stereo unspecified),3%,-3%,8%,-3%,-28%,-11%[10 µM],-6%,3%
